Screening results deposited in PubChem BioAssay by National Center for Advancing Translational Sciences (NCATS).
TRHR enhancer: allosteric enhancers of human TRH receptor. TRHR cells, fluo-8 calcium fluorescence, EC20 TRH enhancement. enhancement, % at 2 µM. hit rate 0.66% among 360,000. P34981; in the data active = enhancement above about 30%; also: 0% is about no effect
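TRHR-expressing cells loaded with fluo-8 calcium dye were read kinetically (ex 480/em 530) during compound addition, then stimulated with an EC20 of TRH (10 nM final). Enhancement of the Gq-mediated intracellular calcium response was scored.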
TRHR ag: agonists of human TRH receptor | hit rate 0.18% among 360,000 | activation, % at 2 µM | TRHR cells, calcium flux fluo-8, FDSS agonist mode | P34981; also: 0% is about no effect
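Read-out: compound-evoked intracellular calcium rise in TRHR cells, fluo-8 dye, kinetic FDSS fluorescence at 1 s/cycle following a 10-cycle baseline. Cells cultured overnight before dye loading (30 min–1.5 h, RT).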
D2 antag: antagonists of human D2 dopamine receptor. HEK293 TREx D2 cells, calcium flux, dopamine EC80. inhibition, % at 10 µM. hit rate 2% among 340,000. AID 485344; in the data active = inhibition above about 30%; also: 0% is about no effect
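Dopamine at EC80 is the agonist stimulus; test compounds precede it by 180 s. Calcium flux read kinetically in a force-coupled, inducible HEK293 T-REx D2 cell line.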
D2 agonist: agonists of human D2 dopamine receptor; P14416; HEK293 T-REx D2 cells, calcium flux agonist mode; activation, % at 2 µM; hit rate 0.53% among 340,000;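 active = activation over 3 SD above normal in the single-dose calcium agonist read, cut at about 30% in these data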; also: 0% is about no effect
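Calcium-flux readout, 1 cycle/sec over 180 s following compound pin transfer, in inducible HEK293 Trex D2 cells (force-coupled); dopamine controls included. Positive calcium responses during this window marked compounds as potential agonists.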
D1 agonist: activates the human D1 dopamine receptor; activation, % at 2 µM; hit rate 1% among 360,000; HEK293 T-REx D1 cells, calcium flux, agonist mode; P21728; also: 0% is about no effect
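Agonism was scored from calcium flux recorded over 180 s (1 read/s) after pintool compound addition, following a 10-cycle baseline. Cells were inducible force-coupled HEK293 TREx D1, plated overnight at 30 C and loaded with no-wash calcium dye.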
D2 potentiator: positive allosteric modulators of human D2 dopamine receptor; HEK293 T-REx D2, calcium flux, EC20 dopamine potentiation; P14416; potentiation, % at 10 µM; AID 485347; hit rate 0.34% among 340,000;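 active = potentiation over 3 SD above the plate norm, cut at about 30% in these data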; also: 0% is about no effect
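Potentiation of an EC20 dopamine calcium response is measured in a force-coupled, tetracycline-inducible Hek293 Trex D2 line. Compound-only kinetic reads over 180 s flag agonists before dopamine addition.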
RXFP1 antagonist: antagonists of human relaxin receptor RXFP1; HEK293-RXFP1, relaxin-stimulated cAMP HTRF, 30 min; active compounds read low; activity change, negative = inhibition, % at 57.5 µM; AID 1259400; hit rate 0.59% among 350,000;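 active = activity change of -60% or lower, but not beyond a set lower limit; inconclusive = change between -60% and -40%, or beyond the set limit; inactive = change above -40%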; also: % is scaled to controls: 0 for no effect and ±100 for the full control effect
Target sequence (Q9HBX9 whole entry, looked up): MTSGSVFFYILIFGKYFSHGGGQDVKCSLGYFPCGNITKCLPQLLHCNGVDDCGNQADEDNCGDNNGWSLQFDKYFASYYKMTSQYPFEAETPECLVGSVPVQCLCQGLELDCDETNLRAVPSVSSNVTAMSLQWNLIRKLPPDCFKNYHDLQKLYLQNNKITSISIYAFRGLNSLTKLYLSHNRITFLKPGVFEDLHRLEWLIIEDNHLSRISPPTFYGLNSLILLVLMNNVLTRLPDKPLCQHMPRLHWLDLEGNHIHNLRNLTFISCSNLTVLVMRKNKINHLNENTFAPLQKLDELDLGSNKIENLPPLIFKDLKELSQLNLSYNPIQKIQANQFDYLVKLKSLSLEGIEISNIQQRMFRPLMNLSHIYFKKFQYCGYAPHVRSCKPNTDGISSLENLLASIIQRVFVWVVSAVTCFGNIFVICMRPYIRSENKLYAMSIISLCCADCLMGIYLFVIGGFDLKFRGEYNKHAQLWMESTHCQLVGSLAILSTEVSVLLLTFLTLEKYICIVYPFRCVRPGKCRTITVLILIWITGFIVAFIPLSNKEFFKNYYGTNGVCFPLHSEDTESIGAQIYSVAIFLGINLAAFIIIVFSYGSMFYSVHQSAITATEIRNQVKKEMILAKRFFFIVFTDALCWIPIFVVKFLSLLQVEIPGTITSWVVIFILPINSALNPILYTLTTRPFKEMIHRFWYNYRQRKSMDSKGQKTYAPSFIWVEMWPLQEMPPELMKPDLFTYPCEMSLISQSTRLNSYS
D1 potentiator: enhances dopamine response at the human D1 receptor; P21728; HEK293 TREx D1 cells, calcium flux, dopamine EC20 potentiation; potentiation, % at 10 µM; hit rate 0.036% among 360,000; in the data active = potentiation above about 30%; also: 0% is about no effect
D1 antag: blocks dopamine activation of the human D1 receptor; P21728; activity change, negative = inhibition, % at 10 µM; hit rate 3.2% among 360,000; HEK293 TREx D1 cells, calcium flux, dopamine EC80; active compounds read low; AID 504652; in the data active = activity change below about -30%; also: % is scaled to controls: 0 for no effect and ±100 for the full control effect
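Kinetic fluorescence of a calcium dye serves as the read-out. D1-expressing Hek293 Trex cells, induced overnight at 30 C, are exposed to compound for 180 s before an EC80 dopamine addition, then read 180 s further.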
Starred values were filed as active, the others as inactive; ? = inconclusive; . = not tested or not shown. Rule as the data show it, unless noted: active = activation above about 30%; inactive = the rest.

item	Compound	TRHR enhancer	TRHR ag	D2 antag	D2 agonist	D1 agonist	D2 potentiator	RXFP1 antagonist	D1 potentiator	D1 antag
1	CN(CC(=O)Nc1ccccc1Cl)C(=O)COC(=O)Cc1ccc(F)cc1	4	-1.5	-28	0.2	7	14	-14	-3	22
2	CCCCn1c(SCC(=O)NCc2ccco2)nc2c(sc3ccccc32)c1=O	-7	-1.0	0	0.7	3	11	0	11	1
3	CC(C)C[C@@H](CO)N1CCN(Cc2ccc(Br)cc2)CCC1=O	-5	1.1	20	0.6	5	3	.	-1	-2
4	COc1cccc(C(=O)Nc2ccccc2N2CCOCC2)c1	3	0.3	-10	-0.1	-1	14	0	-6	10
5	O=C(COC(=O)c1cccc2c1C(=O)c1ccccc1C2=O)NC1CCCCC1	4	0.5	-3	17	7	-9	?	3	-78*
6	Cc1c(NC(=O)c2ccc(S(=O)(=O)N(C)C)cc2)cccc1-n1cnnn1	2	1.8	-4	0.4	1	-9	7	-2	-9
7	CNC(=O)c1[nH]cnc1C(=O)Nc1ccc(F)cc1	-13	-0.7	.	.	0	.	-1	0	-10
8	CC(C)C(=O)NC(=S)Nc1ccc(S(=O)(=O)N(C)Cc2ccccc2)cc1	6	-0.5	19	0.5	2	-10	-12	-11	-35*

Next section
item	Compound	TRHR enhancer	TRHR ag	D2 antag	D2 agonist	D1 agonist	D2 potentiator	RXFP1 antagonist	D1 potentiator	D1 antag
9	COc1ccc(-c2nn(-c3ccccc3)cc2/C=N/Nc2ccccn2)cc1OC	8	0.1	-13	-1.0	4	-25	.	-3	2
10	CCOCCCn1c(SCC(=O)Nc2ccc(C(C)C)cc2)nc2c(sc3ccccc32)c1=O	1	0.3	.	0.7	0	10	-4	0	32
11	COc1ccc(-c2cccc(C(=O)NCC(=O)O)c2)cc1	11	1.3	-1	0.4	1	-8	-6	10	5
12	COC(=O)c1cccc(S(=O)(=O)N(Cc2ccco2)Cc2cc3ccc(OC)cc3[nH]c2=O)c1	6	0.0	-6	0.8	0	-3	8	0	-13
13	Cc1cc(N2C(=O)CCC2=O)n(-c2ccccc2)n1	-2	0.2	-11	0.5	0	11	2	-3	9
14	CCN(CC)C(=O)C1CCCN(C/C(C)=C/c2ccccc2)C1 (centres undefined)	-15	0.9	15	-0.1	3	4	13	2	-3
15	CC1=C(C)CC(C(=O)NCC(=O)c2ccccc2)C(C(=O)O)C1 (centres undefined)	7	0.4	-4	0.1	1	10	-17	-6	1
16	O=C(Cn1c(=O)oc2cc(S(=O)(=O)N3CCCC3)ccc21)Nc1ccc(C(F)(F)F)cc1	2	0.4	13	0.6	2	-1	-23	-3	-13

Additional structures:
item	Compound	TRHR enhancer	TRHR ag	D2 antag	D2 agonist	D1 agonist	D2 potentiator	RXFP1 antagonist	D1 potentiator	D1 antag
17	COc1cc(NS(=O)(=O)c2cccc3nsnc23)c(C(=O)O)cc1OC	3	0.1	17	0.6	3	11	5	-8	1
18	Cn1cccc1/C=C1\SC(=Nc2ccccc2)NC1=O	0	1.3	-33	-0.2	0	-2	3	0	2
19	COc1cccc(C2CC(c3cccs3)=NN2C(=S)Nc2ccccc2)c1OC (centres undefined)	1	0.2	-18	-1.2	2	-6	-11	-6	-11
20	O=C(NNC(=S)Nc1ccc(Br)cc1Cl)c1ccncc1	21	0.0	-8	-0.8	5	14	22	0	-15
21	CC(=O)N1CCN(S(=O)(=O)c2cccc(C(=O)Nc3ccc(C)cn3)c2)CC1	-5	-0.1	-2	0.0	3	2	3	-2	0
22	O=C1C=C(c2cnc3ccccc3c2)C[C@@H](c2ccc3c(c2)OCO3)C1	1	-1.0	7	-1.6	0	8	.	6	.
23	CCCOc1ccc(C2c3c(oc4ccccc4c3=O)C(=O)N2CCN(CC)CC)cc1OC (centres undefined)	12	0.4	-1	-0.1	1	2	-2	0	3
24	C[C@@H](C(=O)NCc1ccccn1)[C@@H]1C[C@@]1(C)[C@@H](NC(=O)OCc1ccccc1)c1ccccc1	-5	-0.5	1	-2.2	-2	2	.	2	-31*

Entries of single compounds from above. Screens in order: TRHR enhancer, TRHR ag, D2 antag, D2 agonist, D1 agonist, D2 potentiator, RXFP1 antagonist, D1 potentiator, D1 antag
O=C1C=C(c2cnc3ccccc3c2)C[C@@H](c2ccc3c(c2)OCO3)C1 across the screens: 1, -1.0, 7, -1.6, 0, 8, ., 6, .
COc1cc(NS(=O)(=O)c2cccc3nsnc23)c(C(=O)O)cc1OC across the screens: 3, 0.1, 17, 0.6, 3, 11, 5, -8, 1
CCCOc1ccc(C2c3c(oc4ccccc4c3=O)C(=O)N2CCN(CC)CC)cc1OC (centres undefined) across the screens: 12, 0.4, -1, -0.1, 1, 2, -2, 0, 3
Cn1cccc1/C=C1\SC(=Nc2ccccc2)NC1=O across the screens: 0, 1.3, -33, -0.2, 0, -2, 3, 0, 2
CC(=O)N1CCN(S(=O)(=O)c2cccc(C(=O)Nc3ccc(C)cn3)c2)CC1 across the screens: -5, -0.1, -2, 0.0, 3, 2, 3, -2, 0

(more compounds)
item	Compound	TRHR enhancer	TRHR ag	D2 antag	D2 agonist	D1 agonist	D2 potentiator	RXFP1 antagonist	D1 potentiator	D1 antag
25	COc1cccc(C(=O)COc2ccc3c(C)c(Cc4ccccc4)c(=O)oc3c2)c1	-7	1.2	4	3.5	6	-1	6	-8	-5
26	CCOc1ccc(N(CC(=O)N2CCOCC2)S(=O)(=O)c2ccc(Cl)cc2)cc1	-3	-0.9	-1	0.2	2	-7	-10	-3	-3
27	COc1cccc(-c2ncc3ccccc3c2COC(=O)CCCC(=O)O)c1	-1	-0.3	-4	-0.3	-1	3	.	1	.
28	O=C(CN1C(=O)NC2(CCCCC2)C1=O)Nc1ccc(F)cc1	4	0.4	1	-0.6	2	4	-4	-3	11
29	CCC(=O)N1CCc2cc(S(=O)(=O)CCC(=O)Nc3ccc(C(C)=O)cc3)ccc21	1	-0.2	2	-0.8	5	7	9	-6	-7
30	COC(=O)c1ccc(NC(=O)c2nn(C)c3c2CS(=O)(=O)c2ccccc2-3)cc1	-7	-0.4	.	2.3	4	5	-4	-2	3
31	COc1ccc(C2=NOC(C(=O)NC3CCCCC3)C2)cc1OC (centres undefined)	6	0.9	-28	1.0	1	-3	2	-2	8
32	CC(=O)NC(CC(=O)OCC(=O)N1c2ccccc2NC(=O)C1(C)C)c1ccccc1 (centres undefined)	-8	-0.1	52*	-0.1	6	-16	-2	.	-5

Sorted by heavy-atom count (largest number first): six of the compounds above
item	Compound	TRHR enhancer	TRHR ag	D2 antag	D2 agonist	D1 agonist	D2 potentiator	RXFP1 antagonist	D1 potentiator	D1 antag
24	C[C@@H](C(=O)NCc1ccccn1)[C@@H]1C[C@@]1(C)[C@@H](NC(=O)OCc1ccccc1)c1ccccc1	-5	-0.5	1	-2.2	-2	2	.	2	-31*
25	COc1cccc(C(=O)COc2ccc3c(C)c(Cc4ccccc4)c(=O)oc3c2)c1	-7	1.2	4	3.5	6	-1	6	-8	-5
29	CCC(=O)N1CCc2cc(S(=O)(=O)CCC(=O)Nc3ccc(C(C)=O)cc3)ccc21	1	-0.2	2	-0.8	5	7	9	-6	-7
26	CCOc1ccc(N(CC(=O)N2CCOCC2)S(=O)(=O)c2ccc(Cl)cc2)cc1	-3	-0.9	-1	0.2	2	-7	-10	-3	-3
31	COc1ccc(C2=NOC(C(=O)NC3CCCCC3)C2)cc1OC (centres undefined)	6	0.9	-28	1.0	1	-3	2	-2	8
28	O=C(CN1C(=O)NC2(CCCCC2)C1=O)Nc1ccc(F)cc1	4	0.4	1	-0.6	2	4	-4	-3	11

The results go on.
item	Compound	TRHR enhancer	TRHR ag	D2 antag	D2 agonist	D1 agonist	D2 potentiator	RXFP1 antagonist	D1 potentiator	D1 antag
33	COCCNC(=O)C1=NOC(Cn2cc(C#N)c(=O)n(C)c2=O)C1 (centres undefined)	1	0.4	7	1.2	2	0	8	9	-3
34	C=CCNC(=S)Nc1cccc(N)c1	-1	0.4	-3	2.3	2	14	7	1	-3
35	O=C1NC2(CCCc3ccccc32)C(=O)N1CCOc1ccc(Br)cc1 (centres undefined)	4	0.3	-15	0.5	0	11	-7	4	-3
36	CN(C)CCNC(=O)C(=O)Nc1cc2c3c(c1)CCN3C(=O)CC2	6	0.3	-3	0.8	-1	-4	14	-2	18
37	O=C(NCc1n[nH]c(=S)n1-c1ccccc1)c1cccs1	0	0.5	-7	-0.4	0	3	-7	-4	-6
38	CCOc1ccccc1NC(=O)CN(c1ccc(C)cc1)S(=O)(=O)c1c(C)noc1C	2	-1.1	-15	-2.0	13	1	0	-6	-2
39	Cc1c(C(=O)Nc2ccc(C(C)C)cc2)sc2nc3n(c(=O)c12)CCC3	-5	0.1	.	1.5	5	-2	-12	-2	-13
40	CCN1CCN(Cc2ccc(NC(=O)c3ccc(C)c(NC(=O)c4csc(-c5ccncc5)n4)c3)cc2C(F)(F)F)CC1	1	-1.3	1	-0.9	0	0	.	-1	-12

Further structures
item	Compound	TRHR enhancer	TRHR ag	D2 antag	D2 agonist	D1 agonist	D2 potentiator	RXFP1 antagonist	D1 potentiator	D1 antag
41	Cn1c(=O)n(C)c2cc(S(=O)(=O)O)ccc21	5	1.7	-14	-0.4	2	2	8	-4	7
42	CCCCNC(=O)c1c(CSc2ccccc2)noc1C(=O)NCc1ccccc1	-1	1.2	-1	0.6	8	11	.	-2	8
43	CCc1ccc(NC(=O)CCCN2C(=S)NC(C)(C)CC2C)cc1 (centres undefined)	2	-0.5	20	0.7	0	1	21	-2	6
44	CC(C)C(C)(C#N)NC(=O)CSc1nnc(-c2ccncc2)n1Cc1ccccc1 (centres undefined)	-7	0.2	3	0.3	1	2	-20	-4	-12
45	CCOc1ccc(S(=O)(=O)NCC(c2ccc(N(C)C)cc2)N2CCc3ccccc32)cc1 (centres undefined)	16	-1.1	.	.	0	15	-2	-1	-25
46	CCC(=O)N1CCc2cc(S(=O)(=O)NC(CC(C)C)C(=O)NCc3ccc(C)cc3)ccc21 (centres undefined)	-2	0.5	.	1.1	2	1	-11	-2	12
47	Cc1cc(C(=O)COC(=O)c2ccc[nH]c2=O)c(C)n1-c1ccc(Br)cc1	4	-0.1	-8	-1.4	-1	-1	-6	12	-25
48	Cc1onc(-c2ccccc2)c1C(=O)N/N=C/c1cc2c(cc1Br)OCO2	-1	0.2	-1	2.5	10	0	-31	-1	-6

Additional entries follow.
item	Compound	TRHR enhancer	TRHR ag	D2 antag	D2 agonist	D1 agonist	D2 potentiator	RXFP1 antagonist	D1 potentiator	D1 antag
49	Cc1ccc(NC(=O)CSc2nnc(-c3cccnc3)s2)cc1	5	-1.2	3	-1.7	0	11	.	-2	10
50	Clc1ccc(-c2cn3cc(Cc4ccccc4)sc3n2)cc1	2	-0.7	.	-0.3	0	-1	.	-1	-5
51	CC(C)(C)c1ccc(OC(=O)c2ccc(-n3cncn3)nc2)cc1	0	0.3	9	2.5	4	1	.	-5	0
52	Cc1cc(C(=O)N/N=C/C=C/c2ccc(Br)cc2)n[nH]1	0	0.7	-5	0.8	6	1	-5	1	0
53	Cc1ccc(C(=O)O/N=C(\N)c2nonc2N)cc1	0	-0.2	.	.	0	-7	-7	-3	-24
54	CCOc1ccc(OCCC(=O)OCC(=O)NC2CCCCC2)cc1	16	-0.9	8	-0.8	5	9	-19	1	-2

Compounds were not picked by outcome. Share with any hit: about 7.1%.
